High-throughput results from PubChem.
human PMI inhibition = MPI enzyme activity inhibition – biochemical, fluorescence intensity, coupled assay, primary screen (AID 1209); purified PMI enzyme, coupled fluorescence intensity; higher % means a stronger effect; inhibition, % at 20 µM; hits with a dose series show IC50 in µM; 190,000 compounds, 0.42% hits;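 also: plate controls were DMSO vehicle for no effect and wells lacking substrate for full effect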
Ins promoter up = MIN6 insulin promoter up-regulation | MIN6 insulin promoter-GFP reporter, high-content imaging; active compounds read high | z-score at 5 µM | 190,000 compounds, 0.3% hits;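 active = z-score above 3 at 5 µM with at least 500 cells counted in the well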
Autophagy mod = autophagy modulation, high-content screen; 190,000 compounds, 0.98% hits; MEF GFP-LC3 puncta imaging; test concentration mostly 10 µM; calls only at 10 µM (by protocol);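 active = percentage of spot-positive cells more than 3 SD above its plate mean, without a fluorescence outlier flag or 80% toxicity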;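 also: spot-positive cell cutoff set from DMSO-treated cells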
TNAP activation fold = human TNAP enzyme activators, primary screen, biochemical, luminescent, no phosphate acceptor, uHTS (AID 1001). purified TNAP, luminescent activation assay, no phosphate acceptor; higher activation fold means a stronger effect. one-dose activation fold at 20 µM; EC50 in µM for titrated hits. 200,000 compounds, 0.03% hits; in the data active = activation fold from about 3, or a potency from the dose series; inactive = the rest, 99 in 100 with activation fold below about 1.6; also: many of its hits are not listed in these tables
T cell modulator = T cell immune modulation candidate | 2C CD8+ T cell-vesicle binding, flow cytometry; active compounds read low | 330,000 compounds, 0.068% hits | calls only at 7 µM;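 active = response, share of CD8 T cells binding vesicles, and their 90th percentile fluorescence all below set limits, cut at about 80% in these data, passing the limit was not always enough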
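Also added: QL9-peptide-loaded Drosophila micro-vesicles bearing Ld, ICAM-1 and B7-1; Test system: purified 2C TCR transgenic mouse naive CD8+ T cells; Measured by: cytometric PE anti-B7-1 and Alexa647 anti-CD8 signals after 1% paraformaldehyde fixation; Timing: binding step 1.5 h, 37 °C, antibody labelling 20 min, ice.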
PMI inhibition = MPI inhibition at elevated mannose 6-phosphate – biochemical, fluorescence intensity, high mannose 6-phosphate, primary screen (AID 1220). recombinant PMI enzyme, coupled fluorescence intensity; higher % means a stronger effect. inhibition, % at 20 µM, or IC50 in µM where a hit was titrated. 190,000 compounds, 0.66% hits
MT stabilizer = microtubule stabilizers in HeLa cells. HeLa tubulin immunostaining HCS, 24 h; share of cells brighter than vehicle mean+2SD. % tubulin-high responders, % at 10 µM. 200,000 compounds, 0.83% hits;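 active = plate Z-score above 3 for both tubulin-high and condensed-nucleus cell shares, with cell loss under 80%, at 10 µM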;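 also: anti alpha tubulin signal scored within the nucleus-defined area of each cell; some results filed as inactive read as strong as hits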
Hep lipid drop = modulators of hepatic lipid droplet formation; 240,000 compounds, 0.4% hits; inhibition, % at 6.5 µM; AML12 mouse hepatocytes, oleate lipid droplets, BODIPY imaging;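 active = lipid droplet intensity inhibited by at least 50%, with more than 500 cells counted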
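Material – mouse AML12 hepatocyte cell line, fixed after treatment · Compound dosing – one dose, 6.5 µM compound · Times – compound with oleate, overnight · Measured by – Image-based BODIPY and DAPI two-channel analysis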
bCat nuc transl = alters nuclear translocation of beta-catenin in HeLa cells. AID 1665. nuclear translocation activity, % at 5 µM. immunofluorescence imaging. 190,000 compounds, 0.3% hits;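 active = nuclear translocation activity above 50% at 5 µM, with a well cell count of 50 or more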;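 also: per-cell ratio of nuclear to cytoplasmic median beta-catenin stain intensity; plate controls were DMSO negative control for no effect and GSK-3 inhibitor IX positive control for full effect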
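test system = HeLa cells, endogenous beta-catenin | dosing = single 5 µM dose plus 0.02–20 µM confirmation series | times = compound treatment 24 h, 37°C, 5% CO2 | technique = beta-catenin immunofluorescence imaging with DAPI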
Ins promoter up cell count = recorded beside Ins promoter up, whose call it bears; cell count; measured here: cytotoxicity, nuclei count;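 total cells summed across four imaged fields per well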
Hep lipid drop cells 6.5 µM = further read-out of Hep lipid drop, marked with its call; cell count; measured here: cell count, cytotoxicity flag;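 cells counted across two imaged fields per well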
bCat nuc transl cell count 5 µM = further read-out of bCat nuc transl, marked with its call; cell count; measured here: cell count, cytotoxicity flag
T cell modulator vesicle-bound % = further read-out of T cell modulator, marked with its call; double positive events, %; measured here: CD8+ vesicle-bound cell fraction;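 binding gate set so that unloaded-vesicle control wells show 10% double positive cells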
MT stabilizer Hoechst-high % = also measured in MT stabilizer; calls as there; % Hoechst-high responders; measured here: nuclear condensation Hoechst responders;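 share of cells brighter than vehicle mean plus two SD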
MT stabilizer cytotoxicity % = recorded beside MT stabilizer, whose call it bears; toxicity, %; measured here: cytotoxicity by cell density;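 0% = mean cell density of plate MIN control wells and 100% = no cells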
Autophagy mod cell loss 18 h = also measured in Autophagy mod; calls as there; toxicity, %; measured here: cell loss, nuclei count;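 cell loss after 18 h compound exposure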
The depositor's hits bear a star; i = inactive; / = not tested or not shown. Rule as the data show it, unless noted: active = inhibition above about 50%; inactive = the rest.

SMILES	human PMI inhibition	Ins promoter up	Ins promoter up cell count	Autophagy mod	Autophagy mod cell loss 18 h	TNAP activation fold	T cell modulator	T cell modulator vesicle-bound %	PMI inhibition	MT stabilizer	MT stabilizer Hoechst-high %	MT stabilizer cytotoxicity %	Hep lipid drop	Hep lipid drop cells 6.5 µM	bCat nuc transl	bCat nuc transl cell count 5 µM
Cc1ccc(C(=O)C2CCN(C(=S)NCC3CCCO3)CC2)cc1 (stereo not given)	2%	/	/	i	17	1.1	i	34	-2%	2.9	0.6	10.0	8	735	-2.5	934
COc1ccc(CCNC(=O)CSc2nc(O)cc(=O)[nH]2)cc1OC	/	0.25	1066	/	/	/	i	54	/	/	/	/	-8	626	-0.1	1334
CC(C)(C)n1ncc2c(=O)n(Cc3c(F)cccc3Cl)cnc21	9%	1.4	1547	i	0	1	i	28	2%	3.1	3.4	0.1	/	/	0.6	1374
COC(=O)COc1ccc(/C=C2/SC(=O)N(CC(=O)N3CCCC3)C2=O)cc1Br	6%	0.28	1577	i	-31	1.2	i	30	8%	2.3	1.8	6.6	/	/	3.5	1312
Cc1cc(C(=O)COC(=O)CC2Sc3ccccc3NC2=O)c(C)n1-c1ccc2c(c1)OCO2 (stereo not given)	17%	0.13	1244	i	-11	1	i	59	40%	3.3	3.4	5.8	-9	564	/	/
CN(C)c1cccc(C(=O)Nc2ccc(N3CCOCC3)cc2)c1	1%	-0.25	884	i	-3	1.2	i	38	-3%	3.1	1.6	3.8	-1	729	-1.4	1177
NN/C(=C\[N+](=O)[O-])Nc1ccc(Cl)cc1	-50%	0.19	1535	i	21	1.1	i	62	-99%	4.7	2.5	1.8	23	667	-2.9	1001
COc1ccc(OCC(=O)Nc2cccc(-c3nc4ccccc4o3)c2)cc1	-1%	1.8	984	i	-12	1.1	i	47	-12%	4.5	2.6	4.2	2	782	-5.6	1126
O=C(N/C(=C/c1ccco1)C(=O)N1CCc2ccccc21)c1ccco1	/	-1	1015	/	/	/	i	18	/	/	/	/	11	732	0.7	1301
COc1ccc(/C(N)=N/OC(=O)CCc2ccccc2)cc1OC	3%	0.33	1589	i	-37	1.2	i	56	4%	3.0	3.4	1.2	2	633	-3.4	1046
Cc1cc(C)cc(N(CC(=O)NC2CCCC2)C(=O)C2(C)CC(=O)N=C3C=CC=CN32)c1 (stereo not given)	-2%	0.07	1533	i	-23	1.1	i	49	-2%	1.8	0.9	7.2	-9	666	-0.7	1520
COC(=O)c1ccc(C2c3c(oc4ccccc4c3=O)C(=O)N2CCCN2CCOCC2)cc1 (stereo not given)	-5%	0.04	978	i	-4	1.1	i	52	-2%	6.7	3.0	5.5	/	/	/	/
CC(C)(C)NC(=O)N1CCC(CO)(Cc2ccccc2Cl)CC1	-2%	-3.6	1058	i	-2	1	i	40	0%	7.7	0.9	3.8	3	724	0.0	1492
Cc1ccc2[nH]c(=O)c3cc(C(=O)NCCN4CCN(C)CC4)sc3c2c1	15%	1.1	1519	/	/	1.1	i	44	16%	2.3	3.1	1.7	23	636	1.8	1112
Cc1[nH]n(-c2ncc(-c3ccccc3)s2)c(=O)c1C(c1ccc(Cl)cc1)C(C#N)C#N (stereo not given)	-35%	-0.28	1350	i	-12	1.3	i	55	-45%	2.5	1.7	7.6	6	713	-1.4	880
COCCNC(=O)/C(C#N)=C/c1cc(C)n(-c2ccc(C)cc2)c1C	9%	-0.73	1431	i	-13	1	i	64	8%	2.1	2.0	4.2	-9	704	0.2	960
Cn1c(CCNC(=O)c2ccc(F)cc2)nc2ccccc21	7%	-0.28	1435	i	11	1	i	17	3%	4.2	2.7	9.0	/	/	-3.0	1477
COc1ccc2c(c1)Sc1ccccc1N2	8%	-4.2	769	i	15	1.2	/	/	6%	9.6	1.7	2.5	12	665	-1.0	1111
CN(C1CCCCC1)S(=O)(=O)c1ccc(NC(=O)Cn2nc(-c3ccc(F)cc3)ccc2=O)cc1	24%	0.09	2237	i	10	1.1	i	32	12%	0.6	4.1	8.6	-13	630	-0.7	944
CCOc1cc(S(=O)(=O)NCc2ccc3c(c2)OCO3)c(C)cc1C	20%	-1.4	1341	i	-5	1.1	i	33	16%	1.5	1.5	3.2	6	745	/	/

Record cards, from the list above. Screens in order: human PMI inhibition, Ins promoter up, Ins promoter up cell count, Autophagy mod, Autophagy mod cell loss 18 h, TNAP activation fold, T cell modulator, T cell modulator vesicle-bound %, PMI inhibition, MT stabilizer, MT stabilizer Hoechst-high %, MT stabilizer cytotoxicity %, Hep lipid drop, Hep lipid drop cells 6.5 µM, bCat nuc transl, bCat nuc transl cell count 5 µM
Cn1c(CCNC(=O)c2ccc(F)cc2)nc2ccccc21 as listed: 7%, -0.28, 1435, i, 11, 1, i, 17, 3%, 4.2, 2.7, 9.0, /, /, -3.0, 1477
Cc1ccc2[nH]c(=O)c3cc(C(=O)NCCN4CCN(C)CC4)sc3c2c1 as listed: 15%, 1.1, 1519, /, /, 1.1, i, 44, 16%, 2.3, 3.1, 1.7, 23, 636, 1.8, 1112
CC(C)(C)NC(=O)N1CCC(CO)(Cc2ccccc2Cl)CC1 as listed: -2%, -3.6, 1058, i, -2, 1, i, 40, 0%, 7.7, 0.9, 3.8, 3, 724, 0.0, 1492
Cc1cc(C)cc(N(CC(=O)NC2CCCC2)C(=O)C2(C)CC(=O)N=C3C=CC=CN32)c1 (stereo not given) as listed: -2%, 0.07, 1533, i, -23, 1.1, i, 49, -2%, 1.8, 0.9, 7.2, -9, 666, -0.7, 1520
COCCNC(=O)/C(C#N)=C/c1cc(C)n(-c2ccc(C)cc2)c1C as listed: 9%, -0.73, 1431, i, -13, 1, i, 64, 8%, 2.1, 2.0, 4.2, -9, 704, 0.2, 960

Remaining list, next part.
SMILES	human PMI inhibition	Ins promoter up	Ins promoter up cell count	Autophagy mod	Autophagy mod cell loss 18 h	TNAP activation fold	T cell modulator	T cell modulator vesicle-bound %	PMI inhibition	MT stabilizer	MT stabilizer Hoechst-high %	MT stabilizer cytotoxicity %	Hep lipid drop	Hep lipid drop cells 6.5 µM	bCat nuc transl	bCat nuc transl cell count 5 µM
Cc1cc(-c2nnc3n2N=C(c2ccc(F)cc2)CS3)n[nH]1	/	-0.14	1472	/	/	/	i	27	/	/	/	/	9	728	-2.8	1175
Fc1ccc(Nc2nc(-c3ccncc3)nc3ccccc23)cc1	10%	/	/	i	-2	1.2	i	10	0%	4.7	3.2	5.2	40	472	0.5	931
COc1ccc(N(C(=O)c2ccco2)S(=O)(=O)c2cc(OC)ccc2OC)cc1	13%	-0.2	1188	i	-8	1.1	i	52	18%	2.3	1.8	2.9	0	755	/	/
O=C(c1ccc2c(=O)n(-c3ccccc3)c(=O)[nH]c2c1)N1CCN(c2ccc(F)cc2)CC1	-7%	-1.4	1256	i	4	1	i	6	1%	2.5	3.7	11	/	/	-0.7	1326
CCOc1c(Br)cc(CNc2ccc3c(c2)OCCO3)cc1OC	17%	-1.4	677	i	54	1	i	46	18%	12	51	36	-12	631	132*	378*
COc1ccc(CCNC(=O)c2c(O)c3c([nH]c2=O)CCCC3)cc1	4%	1.3	1136	i	4	1.1	i	58	-1%	3.3	1.8	11	/	/	1.1	794
COc1ccc2nc(NC(=O)[C@@H]3CCCN3C(=O)c3cccs3)sc2c1	-3%	0.18	1326	i	2	1.1	i	15	5%	1.6	3.4	8.1	/	/	0.3	556
COc1cc(C(=O)OC2CCN(C)CC2)cc(OC)c1OC	12%	0.17	1173	i	18	1.1	i	25	6%	5.9	3.2	3.1	8	794	-0.2	1153
Cc1cc(C(=O)N/N=C/c2c[nH]c3ccccc23)cs1	-10%	0.44	1170	i	10	1	i	40	-8%	2.8	5.7	2.5	6	699	0.6	502
N#CC/C(N)=N/NC(=O)CCCNc1ncc(C(F)(F)F)cc1Cl	14%	0.09	1662	i	11	0.9	i	31	24%	6.2	2.9	8.3	20	632	2.0	990
CCC(C(=O)NC1CCCCC1)n1c(SCc2cccc(F)c2)nc2ccncc21 (stereo not given)	4%	0.41	1215	i	-28	1	i	22	6%	3.5	2.1	10	3	761	-1.0	526
Cc1cc(C)n(-c2ccc(C(=O)Nc3cc(C(F)(F)F)ccc3N3CCOCC3)cc2)n1	3%	-0.69	1519	i	9	1.1	i	7	3%	2.1	1.8	8.3	/	/	-5.3	1424
COc1cc(C2CC(=O)Nc3cc(C)c(C)cc32)cc(OC)c1OC (stereo not given)	4%	-0.22	1235	i	5	1.1	i	47	7%	3.1	3.6	8.3	26	698	3.5	869
CC(=O)Nc1cccc(NC(=O)c2ccc([N+](=O)[O-])cc2Cl)c1	0%	-0.18	1274	i	-14	1.1	i	9	13%	3.1	1.3	3.7	-14	726	-1.8	594
O=C(CN1CCCCC1)Nc1ccccc1-c1ccccc1	20%	1.6	697	i	20	1.1	i	45	9%	2.0	0.9	4.1	-9	738	2.9	1053
Cc1nn(-c2ccc3ccccc3c2)c(=O)c2ccccc12	8%	/	/	i	15	1	i	52	10%	3.2	2.2	4.0	0	660	2.8	949
COc1cc(CNCCN2CCOCC2)ccc1OCc1ccc(Cl)cc1	-3%	/	/	i	6	1.1	i	5	-6%	2.5	2.3	5.2	30	798	/	/
O=C(O)CSC1CC(=O)N(c2ccc(Cl)cc2)C1=O (stereo not given)	-12%	0.26	1066	i	17	1	i	62	-8%	3.1	2.2	8.6	/	/	0.3	1145
CC1CCN(S(=O)(=O)c2cccc(C(=O)NNC(=O)c3ccco3)c2)CC1	/	0.1	1086	/	/	/	i	52	/	/	/	/	-9	637	-0.8	1340
O=c1c2ccc([N+](=O)[O-])cc2ncn1CCOc1ccc(Cl)cc1	-38%	/	/	i	-6	1.1	i	51	-15%	3.8	1.7	12	6	719	0.4	1586
COc1cccc(C2CC(c3ccc(C)cc3)n3nc(N)nc3N2)c1 (stereo not given)	7%	-0.04	2031	i	4	1.1	i	38	5%	1.6	1.8	3.9	11	604	0.1	1070
CC(C)c1ccc(NC(=S)NN2CCOCC2)cc1	12%	0.76	1522	i	3	1.1	i	46	3%	4.2	4.1	12	1	666	-2.2	1196

No enrichment for hits. Share with any hit: about 2.9%.
